Compound activity from PubChem.
CHRM5 agonist – agonists of human muscarinic M5 receptor (CHRM5). 0.19% of 360,000 active. P08912. CHO-K1 hM5 cells, Fluo-8 calcium fluorescence; 0% DMSO wells, 100% maximal acetylcholine response. activation, % at 3 µM;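 active = activation above the run's mean over test compounds plus 3 SD, cut at about 23% in these data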;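 note: signal is peak over basal fluorescence ratio across the kinetic read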
Target sequence (P08912 whole entry, looked up): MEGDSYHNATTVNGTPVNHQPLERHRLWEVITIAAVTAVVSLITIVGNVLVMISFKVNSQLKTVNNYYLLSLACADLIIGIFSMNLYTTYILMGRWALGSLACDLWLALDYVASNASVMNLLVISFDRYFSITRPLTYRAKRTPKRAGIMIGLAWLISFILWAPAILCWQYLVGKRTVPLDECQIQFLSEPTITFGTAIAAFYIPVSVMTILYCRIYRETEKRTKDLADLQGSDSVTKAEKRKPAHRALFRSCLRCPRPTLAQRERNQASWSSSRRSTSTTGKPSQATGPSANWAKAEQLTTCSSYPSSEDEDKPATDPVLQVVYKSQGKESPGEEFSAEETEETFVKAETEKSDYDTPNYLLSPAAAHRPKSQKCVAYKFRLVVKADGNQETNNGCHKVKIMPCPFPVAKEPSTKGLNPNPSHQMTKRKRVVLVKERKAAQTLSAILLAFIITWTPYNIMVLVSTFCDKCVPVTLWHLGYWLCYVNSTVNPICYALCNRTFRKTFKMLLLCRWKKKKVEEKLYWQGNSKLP
M1 PAM – human CHRM1 positive allosteric modulation; P11229; CHO-K1 hM1, Fluo-8 calcium fluorescence, ACh EC20; 0% = ACh EC20, 100% = maximal ACh; activation, % at 3 µM; 0.088% of 360,000 active; AID 588819; in the data active = activation above about 19%, passing the limit was not always enough
CHRM5 antagonist – antagonists of human muscarinic M5 receptor (CHRM5); P08912; CHO-hM5 cells, Fluo-8 calcium fluorescence, ACh EC80; inhibition, % at 3 µM; 0.59% of 360,000 active; AID 624040;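 active = inhibition above a per-plate cutoff, the mean of that plate's test compounds plus 3 SD, cut at about 27% in these data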;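 note: 0% = acetylcholine EC80 with DMSO and 100% = DMSO without agonist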
M4 ag – agonists of human muscarinic M4 receptor (CHRM4); CHO-K1 hM4/Gqi5, Fluo-8 calcium fluorescence; vehicle 0%, full acetylcholine response 100%; P08173; 0.14% of 360,000 active; activation, % at 3 µM;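 active = activation above the run mean over all test wells plus 3 SD, cut at about 32% in these data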;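 note: peak over basal fluorescence ratio per well then scaled between controls; 0% = DMSO wells and 100% = acetylcholine at EC100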
Target sequence (P08173 whole entry, looked up): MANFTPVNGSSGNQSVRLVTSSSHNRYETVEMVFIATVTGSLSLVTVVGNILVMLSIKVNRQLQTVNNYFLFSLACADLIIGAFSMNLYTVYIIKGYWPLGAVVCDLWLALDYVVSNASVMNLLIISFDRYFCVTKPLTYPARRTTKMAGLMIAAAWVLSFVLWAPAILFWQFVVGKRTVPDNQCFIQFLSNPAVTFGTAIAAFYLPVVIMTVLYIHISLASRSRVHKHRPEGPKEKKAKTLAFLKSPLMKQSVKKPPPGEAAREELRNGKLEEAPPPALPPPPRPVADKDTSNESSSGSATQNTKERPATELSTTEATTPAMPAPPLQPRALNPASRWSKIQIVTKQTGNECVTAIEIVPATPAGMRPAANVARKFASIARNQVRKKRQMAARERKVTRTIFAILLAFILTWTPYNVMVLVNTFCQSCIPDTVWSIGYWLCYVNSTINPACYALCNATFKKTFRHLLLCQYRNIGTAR
CRFBP-R2 agonist – agonists of human CRF-binding protein/CRF-R2 receptor complex. HEK293 CRF-R2/CRF-BP, calcium dye fluorescence (FLIPR); percent of saturating CRF peptide response. activation, % at 13.2 µM. 0.46% of 350,000 active. AID 588473;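 active = activation of at least 50%, plus an integration ratio under a set limit after plate pattern correction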;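 note: plate controls were neutral control wells without compound for no effect and CRF at EC100 for full effect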
CHRM4 antagonist – antagonists of human muscarinic M4 receptor (CHRM4). P08173. CHO-hM4 cells, ACh EC80, Fluo-8 calcium fluorescence. inhibition, % at 3 µM. 0.73% of 360,000 active;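 active = inhibition above its plate's cutoff, the mean inhibition of sample wells plus 3 SD, cut at about 27% in these data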;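 note: 0% = acetylcholine EC80 with DMSO and 100% = DMSO without agonist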
CHRM4 PAM – positive allosteric modulators of human muscarinic M4 receptor; CHO-K1 hM4/Gqi5, Fluo-8 calcium fluorescence, ACh EC20; 0% = ACh EC20, 100% = maximal ACh; P08173; activation, % at 3 µM; 0.4% of 360,000 active; AID 624126;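 active = activation above its plate's cutoff, the mean activation of sample wells plus 3 SD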; note: some results filed as inactive read as strong as hits
M5 PAM – potentiates acetylcholine response at human M5 receptor | CHO-K1 hM5, Fluo-8 calcium, ACh EC20 PAM; 0% = ACh EC20, 100% = ACh EC100 | 0.3% of 360,000 active | activation, % at 3 µM | AID 624038;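 active = activation above the run cutoff, the mean activation of all test compounds plus 3 SD, cut at about 18% in these data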
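System: CHO-K1 cell line with stable human muscarinic M5 receptor expression | Also added: EC20 acetylcholine as agonist stimulus | Compound: One concentration, 3 µM final (nominal) | Timing: Fluo-8 loading 80 min at 37 °C plus 30 min room temperature | Measured by: Fluo-8 calcium dye fluorescence, kinetic read | Read-out basis: % activation, ACh-normalized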
M1 antag – antagonists of human M1 muscarinic receptor. P11229. inhibition, % at 3 µM. CHO-K1 hM1, Fluo-8 calcium fluorescence, ACh EC80 antagonist. 1.3% of 360,000 active;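 active = percent inhibition above its own plate's cutoff, namely the mean of that plate's compound wells plus 3 SD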;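 note: peak over basal fluorescence ratio during 140 s after agonist addition; 0% = ACh EC80 plus DMSO and 100% = DMSO alone without agonist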
Starred values were filed as active, the others as inactive; · = no result given.

Value order – CHRM5 agonist	M1 PAM	CHRM5 antagonist	M4 ag	CRFBP-R2 agonist	CHRM4 antagonist	CHRM4 PAM	M5 PAM	M1 antag
> CCCN(CC1CC1)S(=O)(=O)c1ccc(S(N)(=O)=O)cc1
    1	0	6	1	-1.9	-3	-4	-10	-12
> CCOc1ccc(S(=O)(=O)N(CC(=O)N2CCc3ccccc32)Cc2ccco2)cc1
    -7	-4	4	3	1.4	9	-9	-11	-20
> Cc1ccc(C(=O)COC(=O)CCN2C(=O)C3C4CC(C(Br)C4Br)C3C2=O)cc1 (stereo not given)
    0	1	3	3	0.3	-4	-1	-10	6
> O=C(c1ccc(Cl)cc1)c1cnc(-c2ccccc2)s1
    -1	11	0	0	3.9	4	15	-1	-7
> O=C(OCCCOC(=O)c1ccc(O)cc1)c1ccc(O)cc1
    4	-15	20	18	0.3	3	-9	-15	28
> CCOc1ccc(NC(=O)CCCNC(=O)Cn2cnc3sc(C)c(C)c3c2=O)cc1
    -2	13	12	-1	-0.3	0	-3	-4	-14
> CCS(=O)(=O)c1ccc2oc(Nc3ccccc3Br)nc2c1
    0	5	7	4	-1.5	2	-1	1	-10
> COC(=O)Nc1ccc(S(=O)(=O)N(C)CC(F)(F)C(F)F)cc1
    -5	2	-4	2	-0.5	7	-5	-2	-2
> CCN(c1ccccc1)c1nc2ccsc2c(=O)s1
    -2	-5	4	-3	-1.8	2	-14	0	-5
> CN1OC[C@@H]2CN[C@H](c3cccc(-c4cc(Cl)cc(Cl)c4)c3)C[C@@H]21
    -1	-12	5	1	-0.3	14	-7	-4	12
> CC1CC(C)CN(C(=O)Cn2c(=O)n(CCCC(=O)NCc3ccco3)c(=O)c3sccc32)C1 (stereo not given)
    -1	6	9	1	2.9	0	-5	2	1
> CCCCN(CC)C(=O)Cc1ccccc1OC
    -4	6	-3	0	-7.5	-2	4	-6	-26
> CSc1nsc(SC)c1NC(=O)Nc1ccccc1C
    -3	-1	5	1	-1.1	-1	3	-5	0
> CCOc1ccc2[nH]c3c(NCCN(C)C)ncnc3c2c1
    -3	2	12	2	·	2	2	-4	-2
> O=C1NC(=S)N/C1=C/c1ccc2ccccc2c1
    6	3	-17	1	0.1	-15	1	5	4

Arranged by value in CHRM5 antagonist (low to high): some entries from above.
| smiles | CHRM5 agonist | M1 PAM | CHRM5 antagonist | M4 ag | CRFBP-R2 agonist | CHRM4 antagonist | CHRM4 PAM | M1 antag |
| --- | --- | --- | --- | --- | --- | --- | --- | --- |
| CCOc1ccc(S(=O)(=O)N(CC(=O)N2CCc3ccccc32)Cc2ccco2)cc1 | -7 | -4 | 4 | 3 | 1.4 | 9 | -9 | -20 |
| CC1CC(C)CN(C(=O)Cn2c(=O)n(CCCC(=O)NCc3ccco3)c(=O)c3sccc32)C1 (stereo not given) | -1 | 6 | 9 | 1 | 2.9 | 0 | -5 | 1 |
| CCOc1ccc(NC(=O)CCCNC(=O)Cn2cnc3sc(C)c(C)c3c2=O)cc1 | -2 | 13 | 12 | -1 | -0.3 | 0 | -3 | -14 |

(listing goes on)
Value order – CHRM5 agonist	M1 PAM	CHRM5 antagonist	M4 ag	CRFBP-R2 agonist	CHRM4 antagonist	CHRM4 PAM	M5 PAM	M1 antag
> COc1cc(C2C(C(=O)c3ccc(C)o3)=C(O)C(=O)N2c2cc(C)on2)cc(Br)c1O (stereo not given)
    1	5	1	2	-2.5	4	-4	-1	3
> Cc1cccc(CN2CCN(CC(=O)NCc3ccc(F)cc3)C2=O)c1
    1	15	-2	1	-2.7	-8	-1	-4	-10
> CCOC(=O)N1CCN(Cc2nc3cc(NC(=O)c4cccs4)ccc3n2C)CC1
    -3	-16	-5	1	1.0	8	-12	6	26*
> Cc1ccccc1C(=O)O[C@H]1[C@H](Cc2ccccc2)NS(=O)(=O)[C@H]2CC3C=C[C@]12O3
    5	10	-3	2	0.4	10	9	14	-2
> O=C(Nc1ccc(Br)cc1)c1cc(S(=O)(=O)Nc2ccccn2)ccc1Cl
    1	10	-1	3	1.1	0	2	6	-10
> O=C(NCCCNC(=O)c1ccco1)c1ccc(F)cc1
    -2	4	10	0	-1.0	5	0	-2	1
> O=C(OC1CCCCC1=O)c1cc(S(=O)(=O)N2CCOCC2)ccc1F (stereo not given)
    -5	5	3	1	-2.7	4	-2	-7	-3
> O=C(N/C=C/c1ccccc1)c1ccccc1
    -1	3	9	1	-1.1	-1	3	-7	4
> Cc1ccc(C(CC(=O)N2CCOCC2)c2ccco2)cc1 (stereo not given)
    -6	8	-15	1	-0.7	-9	10	6	-9
> NC(=O)CC(NC(=O)Cc1ccc(Br)cc1)c1ccc(N2CCc3ccccc3C2)c([N+](=O)[O-])c1 (stereo not given)
    -2	0	19	0	0.0	8	-1	-2	0
> CCCC1=NN(C(=O)Cc2ccc([N+](=O)[O-])cc2)C(O)(C(F)(F)F)C1 (stereo not given)
    -3	7	-6	2	-2.1	5	-8	1	-8
> Fc1cccc(Cc2c(-c3cccc(Cl)c3)nc3c(Cl)cc(C(F)(F)F)cn23)c1
    1	1	7	1	·	-11	11	-5	-17
> COCCNc1nnc(SCC(=O)NC2CCCCC2)s1
    3	9	-1	1	0.0	0	4	9	-9
> Cc1ccc(N(C=NC#N)CC(=O)N2CCN(c3ccccc3)CC2)cc1
    -6	5	2	1	-1.3	-5	2	-6	-6
> COc1cc(C(=O)N2CCN(C(=O)c3ccco3)CC2)cc(OC)c1OC
    -1	6	-6	2	1.4	8	2	3	-18

(further entries)
Value order – CHRM5 agonist	M1 PAM	CHRM5 antagonist	M4 ag	CRFBP-R2 agonist	CHRM4 antagonist	CHRM4 PAM	M5 PAM	M1 antag
> CCOC(=O)CSc1nc2cc(C(=O)NCc3ccco3)ccc2c(=O)n1-c1ccc(F)cc1
    -3	4	5	1	0.1	4	-2	-2	-4
> CCn1c(CNC(=O)c2ccc(OC)cc2)nnc1SCC(=O)c1ccccc1
    -1	8	7	1	-2.4	1	14	-1	-11
> CCN(c1ccc(NC(=O)CCNC(=O)c2ccco2)cc1)C(C)C
    -7	-8	1	1	-1.1	3	-6	1	5
> CCOP(=O)(c1ccc(N(C)C)cc1)C(O)c1ccc(C)cc1 (stereo not given)
    -2	-5	4	15	-0.9	14	-9	-3	9
> COC(=O)c1ccccc1NC(=O)C1CCCCC1C(=O)O (stereo not given)
    -2	4	-2	0	0.7	4	4	7	-7
> Cc1ccc(S(=O)(=O)Nc2ccc3c(c2)OCCO3)c(C)c1NS(C)(=O)=O
    1	-3	13	1	-0.5	2	-5	-10	8
> Cc1c(NC(=O)C(C)c2ccc(CC(C)C)cc2)c(=O)n(-c2ccccc2)n1C (stereo not given)
    -1	1	-5	-1	-4.7	10	4	-1	11
> Cc1ccc(NC(=O)CN(C)c2ccc(S(=O)(=O)N3CCN(C)CC3)cn2)cc1
    -6	5	2	0	-0.2	2	-1	-3	-1
> Cc1ccc(C)c(NC(=O)CN(C)C(=O)c2ccc3[nH]c4c(c3c2)CC(C)CC4)c1 (stereo not given)
    -2	0	-6	14	0.1	-2	-8	-7	3
> O=[N+]([O-])c1ccccc1NS(=O)(=O)c1ccccc1
    -1	-4	0	1	-0.9	13	-4	1	16
> O=C(O)c1ccc2cccc(Cl)c2c1O
    -7	5	-12	3	4.8	-2	10	-2	-30
> Cc1ccc(NC(=O)c2ccc(Oc3ncccn3)cc2)cc1
    5	18	10	0	0.1	-5	5	7	-15
> C[C@@H]1CN([C@H](C)CO)C(=O)Cc2cc(NS(=O)(=O)c3ccc(Cl)cc3)ccc2O[C@H]1CN(C)Cc1ccc(C(F)(F)F)cc1
    -3	-8	10	1	0.4	15	4	-6	22
> COc1cccc2sc(NNC(=O)C3COc4ccccc4O3)nc12 (stereo not given)
    -5	10	-5	1	1.1	-6	-5	-5	-9
> Cc1cc(NCC(c2ccccc2)c2ccccc2)n2ncnc2n1
    1	10	12	1	-1.1	-7	-4	-2	-6

Single records, from the list above.
O=C1NC(=S)N/C1=C/c1ccc2ccccc2c1 across the screens: CHRM5 agonist: 6; M1 PAM: 3; CHRM5 antagonist: -17; M4 ag: 1; CRFBP-R2 agonist: 0.1; CHRM4 antagonist: -15; CHRM4 PAM: 1; M5 PAM: 5; M1 antag: 4
Cc1ccc(C)c(NC(=O)CN(C)C(=O)c2ccc3[nH]c4c(c3c2)CC(C)CC4)c1 (stereo not given) across the screens: CHRM5 agonist: -2; M1 PAM: 0; CHRM5 antagonist: -6; M4 ag: 14; CRFBP-R2 agonist: 0.1; CHRM4 antagonist: -2; CHRM4 PAM: -8; M5 PAM: -7; M1 antag: 3

Fetched by compound from the entries so far:
Value order – CHRM5 agonist	M1 PAM	CHRM5 antagonist	M4 ag	CRFBP-R2 agonist	CHRM4 antagonist	CHRM4 PAM	M5 PAM	M1 antag
> Cc1c(NC(=O)C(C)c2ccc(CC(C)C)cc2)c(=O)n(-c2ccccc2)n1C (stereo not given)
    -1	1	-5	-1	-4.7	10	4	-1	11
> O=[N+]([O-])c1ccccc1NS(=O)(=O)c1ccccc1
    -1	-4	0	1	-0.9	13	-4	1	16
> COc1cccc2sc(NNC(=O)C3COc4ccccc4O3)nc12 (stereo not given)
    -5	10	-5	1	1.1	-6	-5	-5	-9
> CCOC(=O)CSc1nc2cc(C(=O)NCc3ccco3)ccc2c(=O)n1-c1ccc(F)cc1
    -3	4	5	1	0.1	4	-2	-2	-4
> Cc1cc(NCC(c2ccccc2)c2ccccc2)n2ncnc2n1
    1	10	12	1	-1.1	-7	-4	-2	-6
> O=C(O)c1ccc2cccc(Cl)c2c1O
    -7	5	-12	3	4.8	-2	10	-2	-30

Next section:
Value order – CHRM5 agonist	M1 PAM	CHRM5 antagonist	M4 ag	CRFBP-R2 agonist	CHRM4 antagonist	CHRM4 PAM	M5 PAM	M1 antag
> COc1cccc(C(=O)N2CCC2(C)C(=O)O)c1 (stereo not given)
    1	6	4	0	·	9	1	-4	-8
> CCc1ccc(C2C(C#N)=C(N)SC(N)=C2C#N)cc1
    16	-18	0	46*	50*	1	-13	-13	20
> CCN1CCN(CC(=O)Nc2ccc(C(C)=O)cc2)CC1
    -3	13	-1	0	-1.1	-6	5	1	-21
> Cc1cc(C)c2nc(N(CCCN(C)C)C(=O)c3ccc(S(=O)(=O)N4CC(C)OC(C)C4)cc3)sc2c1 (stereo not given)
    -3	-11	-2	1	4.5	6	-7	6	11
> COc1ccc(/C=C(/NC(=O)c2ccccc2)C(=O)N2CCCCC2)cc1OC
    0	2	-5	2	2.5	0	-3	-2	7
> Cc1ccc2cc3c(=O)n(C)cc(C=O)c3nc2c1
    -1	10	6	0	3.6	2	3	2	-17
> COc1ccccc1NC(=O)Nc1nc2ccc(S(N)(=O)=O)cc2s1
    -1	-4	12	3	1.9	1	-3	2	7
> Cc1ccccc1N(CC(=O)N/N=C/c1cc(C)n(-c2ccccc2C)c1C)S(C)(=O)=O
    -8	-5	0	1	0.9	-11	-5	-2	3
> O=C(N/N=C/c1cc(Br)ccc1O)Nc1ccccc1
    6	2	7	10	8.0	8	-8	-7	0
> CCCNC(=O)COC(=O)c1ccc(N2CCCC2)c([N+](=O)[O-])c1
    2	5	3	3	1.3	-2	-1	14	1
> COc1ccccc1NC(=O)Nc1nnc(C(C)c2ccccc2)s1 (stereo not given)
    1	0	8	1	0.8	10	-5	-1	13
